# TRPC6 act = activators of mouse TRPC6 channel | Q61143 | HEK293-TRPC6 membrane potential dye fluorescence; hits give high values | B-score at 10 µM | 0.13% of 310,000 active | AID 2550;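 active = B-score of the integrated fluorescence ratio above library mean plus 3 SD, and starting fluorescence ratio within library mean plus 5 SD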;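 note: higher score means more depolarization so channel activation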
# MrgX1 ag = agonists of human MrgX1 receptor. 0.44% of 310,000 active. B-score at 10 µM. Q96LB2. MrgX1-HEK293 cells, Fluo-4 calcium fluorescence, agonist mode; hits give high values;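 active = calcium response B-score plate-corrected fluorescence ratio at least 3 library SD, with starting fluorescence B-score inside 5 SD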
#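 System: HEK293 cells stably expressing human MrgX1 receptor; Dosing: test compound in the initial addition of three; Schedule: overnight plating, then 30 min 37 °C plus 30 min room-temperature dye loading; Detection: kinetic calcium dye fluorescence, Fluo-4 NW; Controls: per-plate positive and negative controls for Z′ factor.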
# SKKanGAS inh = SKKanGAS growth inhibition. AID 1662. S. pyogenes SKKanGAS, kanamycin growth, BacTiter-Glo, 6 h. 1.3% of 300,000 active. inhibition, % at 7.5 µM;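 active = mean replicate score, as percent of positive control median, at least 50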;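 note: strain carries kanamycin resistance gene driven by streptokinase promoter and grows in 40 µg/ml kanamycin; loss of luminescence reflects streptokinase promoter inhibition or plain growth inhibition; 0% = median of DMSO wells and 100% = positive control at its reference dose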
# MrgX1 antag = human MrgX1 receptor antagonism, primary screen. Q96LB2. MRGX1-HEK293 calcium flux, Fluo-4, BAM8-22 antagonism; hits give low values. 1.3% of 310,000 active. B-score at 10 µM;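 active = calcium-response B-score plate-corrected more than 3 library SD below zero, starting fluorescence within 5 deviations, no agonist response on first addition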;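 note: peak minus trough fluorescence over baseline after final BAM8-22 challenge near maximal dose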
# RGS4 pot = RGS4 potentiation or activation. 0.92% of 310,000 active. B-score at 10 µM. AID 463111. HEK293 M3R/inducible RGS4, carbachol calcium flux Fluo4; hits give low values;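 active = B-score of the integrated calcium signal more than 4 SD below the library mean, with starting fluorescence not abnormally high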;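 note: negative B-score means reduced calcium response which marks RGS4 activation or potentiation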
#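 Detection: kinetic calcium fluorescence imaging with Fluo4-AM dye, 2 µM / Material: HEK293 cells with stable M3R and inducible RGS4 / Schedule: recording 10 s baseline at 1 Hz, 100 s post-agonist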
# TMEM16A act = activates or potentiates the mouse TMEM16A chloride channel; Q8BHY3; B-score at 10 µM; 0.3% of 340,000 active; HEK293 TMEM16A/YFP-H148Q/I152L, iodide quench fluorescence; hits give low values;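 active = fluorescence-ratio B-score plate-corrected deviation score at least 3 library SD below zero, with starting fluorescence score within 5 deviations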;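 note: channel opened by trigger with iodide after compound preincubation; score built on the fluorescence ratio of max minus min over baseline; more negative score means more quench and so TMEM16A activation or potentiation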
# TRPC6 inh = blocks the mouse TRPC6 cation channel | AID 2553 | HEK293-TRPC6, membrane potential dye, ACh-evoked depolarization; hits give low values | Q61143 | 1.1% of 310,000 active | B-score at 10 µM;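 active = B-score under library mean minus 3 SD, initial fluorescence not abnormally high, positive integrated signal ratio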;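 note: B-score derived from integrated fluorescence ratio over the kinetic read; more negative B-score means stronger inhibition of depolarization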
# MrgX1 PAM = allosterically activates human MrgX1 receptor signaling; Q96LB2; MrgX1-HEK293, Fluo-4 calcium flux, FDSS; hits give high values; B-score at 10 µM; 0.63% of 310,000 active; AID 588675;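 active = plate-corrected calcium response at least 3 library SD above typical, normal starting fluorescence, not activating the receptor alone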;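 note: compound read alongside a low EC10 to EC30 dose of BAM8-22 agonist; peak minus trough fluorescence over baseline measured at the second addition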
# RGS4 inh = inhibitors of human RGS4 | 0.45% of 310,000 active | B-score at 10 µM | HEK293 M3R/RGS4 inducible, Fluo-4 calcium flux; hits give high values; triggered by carbachol at its EC20;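 active = B-score, a plate-corrected calcium signal, over three deviations above library mean, with baseline fluorescence within five deviations of library mean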;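 note: RGS4 expression induced by doxycycline in cells with stable M3 receptor; B-score is computed from the integrated fluorescence ratio over baseline after carbachol; higher B-score means a larger calcium signal and so more RGS4 inhibition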
# HDAC3 inhib = human HDAC3 inhibition; recombinant HDAC3, fluorogenic peptide/trypsin coupled, fluorescence; inhibition, % at 8.3 µM; O15379; 0.15% of 320,000 active; in the data active = inhibition above about 26%, passing the limit was not always enough
# ANO1 block = inhibitors of mouse TMEM16A calcium-activated chloride channel | 1.2% of 310,000 active | Q8BHY3 | HEK293 TMEM16A/YFP iodide influx fluorescence, ionomycin | normalized B-score (activity score, 25-100; higher = stronger inhibition) at 10 µM;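 active = ratio plate-corrected score three or more library SD toward inhibition, starting fluorescence score within five deviations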;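 note: score derived from kinetic fluorescence span divided by baseline fluorescence per well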
# * hit, by the source's call; i = inactive; nt = not tested or not shown. These rows are one share of the data. The share of hits here may be higher or lower than overall.
no.	canonical_smiles	TRPC6 act	MrgX1 ag	SKKanGAS inh	MrgX1 antag	RGS4 pot	TMEM16A act
1	CCc1cc2c(s1)N(CC(=O)OC)C(=O)CN=C2c1ccccc1OC	i	i	-0.8	i	i	i
2	CC(C)Oc1ccc(Cc2c(O)[nH]c(=O)[nH]c2=O)cc1	i	i	4.5	i	i	nt
3	O=C(c1ccc(-c2ccccc2)c(F)c1)C1CCCN(CCO)C1 (centres undefined)	i	i	3.0	i	i	i
4	C/C1=C\[C@@H](C)C/C=C/[C@H]2[C@@H]3O[C@]3(C)[C@@H](C)[C@H]3[C@H](Cc4c[nH]c5ccccc45)NC(=O)[C@]32C(=O)/C=C/C(=O)[C@@H]1O	i	i	-5.7	i	i	-10.8*
5	O=c1c2ccccc2nc(Cc2ccccc2)n1-c1ccccc1	i	i	20.1	i	i	i
6	O=[N+]([O-])c1cnc2ccc3ccccc3c2c1	i	i	3.7	i	i	i
7	Cc1ccc(/C=C2/Sc3ccc(C(=O)N4CCC5(CC4)OCCO5)cc3NC2=O)cc1	i	i	53.0*	i	i	i
8	O=C1Nc2ccccc2C(c2ccccc2)=NC1O (centres undefined)	i	i	7.5	i	i	i
9	CCCCCCN=C(CC)c1c(O)n(CCCC)c(=O)[nH]c1=O	i	i	4.4	i	i	i
10	CC[C@@H](CO)C1CC2NC3CC4(c5ccccc5N(C)[C@@H]24)C(O)C31 (some centres undefined)	i	i	3.4	i	i	i
11	CN1CCN(c2ccc([N+](=O)[O-])c3no[n+]([O-])c23)CC1	i	i	104.4*	i	-8.24*	i
12	COc1ccc(C(=O)C2CCCN(Cc3ccon3)C2)cc1OC (centres undefined)	i	i	1.4	i	i	i
13	Cc1cc(C=O)c(C)n1C1CCCCC1	i	i	-2.4	i	i	i
14	O=c1[nH]c(CN2CC=C(c3ccccc3)CC2)nc2scc(-c3ccccc3)c12	i	i	64.2*	i	i	i
15	c1ccc2c(c1)Nc1ccccc1S2	i	i	-4.0	i	i	i

no.	TRPC6 inh	MrgX1 PAM	RGS4 inh	HDAC3 inhib	ANO1 block
1	i	i	i	-0.2	i
2	i	i	i	0.7	i
3	i	i	i	8.1	i
4	i	10.7*	11.4*	6.2	100*
5	i	i	i	4.5	i
6	i	i	i	1.5	i
7	i	i	i	-1.6	i
8	i	i	i	-0.9	i
9	i	i	i	7.9	i
10	i	i	i	2.6	i
11	i	i	i	21.8	i
12	i	i	i	-8.8	i
13	i	i	i	0.4	i
14	i	i	i	-2.9	i
15	i	i	i	-0.8	i

# Among those listed so far, these contain nitrogen in an aromatic ring.
no.	canonical_smiles	TRPC6 act	MrgX1 ag	SKKanGAS inh	MrgX1 antag	RGS4 pot	TMEM16A act
2	CC(C)Oc1ccc(Cc2c(O)[nH]c(=O)[nH]c2=O)cc1	i	i	4.5	i	i	nt
4	C/C1=C\[C@@H](C)C/C=C/[C@H]2[C@@H]3O[C@]3(C)[C@@H](C)[C@H]3[C@H](Cc4c[nH]c5ccccc45)NC(=O)[C@]32C(=O)/C=C/C(=O)[C@@H]1O	i	i	-5.7	i	i	-10.8*
5	O=c1c2ccccc2nc(Cc2ccccc2)n1-c1ccccc1	i	i	20.1	i	i	i
6	O=[N+]([O-])c1cnc2ccc3ccccc3c2c1	i	i	3.7	i	i	i
9	CCCCCCN=C(CC)c1c(O)n(CCCC)c(=O)[nH]c1=O	i	i	4.4	i	i	i
11	CN1CCN(c2ccc([N+](=O)[O-])c3no[n+]([O-])c23)CC1	i	i	104.4*	i	-8.24*	i
12	COc1ccc(C(=O)C2CCCN(Cc3ccon3)C2)cc1OC (centres undefined)	i	i	1.4	i	i	i
13	Cc1cc(C=O)c(C)n1C1CCCCC1	i	i	-2.4	i	i	i
14	O=c1[nH]c(CN2CC=C(c3ccccc3)CC2)nc2scc(-c3ccccc3)c12	i	i	64.2*	i	i	i

no.	TRPC6 inh	MrgX1 PAM	RGS4 inh	HDAC3 inhib	ANO1 block
2	i	i	i	0.7	i
4	i	10.7*	11.4*	6.2	100*
5	i	i	i	4.5	i
6	i	i	i	1.5	i
9	i	i	i	7.9	i
11	i	i	i	21.8	i
12	i	i	i	-8.8	i
13	i	i	i	0.4	i
14	i	i	i	-2.9	i
